# Screening data from PubChem BioAssay.
# FLuc counter: qHTS profiling assay for firefly luciferase inhibitor/activator using purifed enzyme and Km concentrations of substrates (counterscreen for miR-21 project) | Luciferin 4-monooxygenase (Photinus pyralis), P08659 | purified FLuc, Km substrates, luminescence inhibition | Potency, µM (titrated, usually from 57.5 µM), for the others: at the top dose activity change, negative = inhibition, most hits filed as inhibitors | 6.9% of 360,000 active | AID 588342, 2011;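 also: potency is read from the fitted curve at half-maximal effect; plate controls were vehicle for no effect and reference inhibitor for full effect; nearly all actives have a fitted effect of over 55% in size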
#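 Biochemical qHTS of compounds, final roughly 60 µM downward over six points, against 10 nM purified firefly luciferase using Km concentrations of substrates (10 uM D-luciferin, 10 uM ATP) in Tris acetate pH 7.5 buffer; luminescence output.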
# ELG1 genotoxic: qHTS screen for small molecules that induce genotoxicity in human embryonic kidney (HEK293T) cells expressing luciferase-tagged ELG1. Potency, µM (highest dose often 46 µM), inactives show top-dose activity change, positive = activation, actives largely listed as activators. HEK293T ELG1-luciferase reporter, luminescence, 16 h. 1.3% of 330,000 active. AID 504466, 2011; also: potency is read from the fitted curve at half-maximal effect; % of control where 0% means no effect; nearly all actives have a fitted effect of over 60% in size
#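 Quantitative HTS format in 1536-well plates. HEK293T ELG1-luciferase reporter cells receive test compound and are incubated 16 hr at 37 °C, 5% CO2; ONE-Glo added, 30 min room temperature, then luminescence read.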
# Giardia kill: Small Molecules that selectively kill Giardia lamblia: qHTS; Giardia lamblia trophozoite viability; activity change, % at 7.66 µM, hits read low; 0.15% of 340,000 active; AID 540267, 2011; in the data active = activity change below about -80%; inconclusive = between about -30% and that limit;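 also: parasites exposed to compound for two days anaerobically before the ATP read; % is scaled to controls: 0 for no effect and ±100 for the full control effect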
#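 Trophozoite viability was measured as ATP-dependent luminescence, read 15-30 min after reagent addition. Before that, parasites at 100 cells/well were exposed to compounds for 48 h, anaerobically, at 37 deg C.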
# PKM2 activator: qHTS Assay for Activators of Human Muscle isoform 2 Pyruvate Kinase; Pyruvate kinase PKM (Homo sapiens), P14618; purified PKM2, Kinase-Glo ATP luminescence, activation; response scale: 0% is enzyme alone, no compound; Potency, µM (highest dose often 57.5 µM), inactives show at the top dose activation, hits mostly activators; 0.34% of 260,000 active; AID 1631, 2009; also: potency is read from the fitted curve at half-maximal effect; % is scaled to controls: 0 for no effect and ±100 for the full control effect; nearly all actives have a fitted effect of over 55% in size
#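 Purified hPK-M2 (>95% pure) converted ADP (0.1 mM final) to ATP with 0.5 mM PEP in 50 mM imidazole pH7.2, KCl, MgCl2, Tween 20, BSA; 1 h at room temperature. ATP detected by Kinase-Glo luminescence.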
# BRCA1 expr act: qHTS Assay to Identify Small Molecule Activators of BRCA1 Expression; MCF7-BRCA1-FFLuc reporter, luminescence, 48 h; response scale: scaled: vehicle 0%, 10 µM genistein 100%; Potency, µM (top dose mostly 46.1 µM), inactives show at the top dose activation, hits mostly activators; 1.1% of 380,000 active; also: potency is read from the fitted curve at half-maximal effect; nearly all actives have a fitted effect of over 80% in size; some results filed as inactive show a strong effect at the top dose
#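 MCF7 cells carrying a BRCA1-firefly luciferase reporter (2000 cells/well, phenol-red free MEM) were attached for 2 h at 37 °C, then given compounds for 48 h. Luminescence was read 15 min after luciferase reagent; activity normalized to genistein (10 microM) and DMSO.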
# RORg inh: qHTS for inhibitors of ROR gamma transcriptional activity | 5.4% of 310,000 active | Drosophila S2 Gal4-RORgamma UAS-luciferase reporter, 20 h | Potency, µM (series often up to 53.6 µM), for inactives: top-dose activity change, negative = inhibition, actives largely listed as inhibitors; also: potency is read from the fitted curve at half-maximal effect; % is scaled to controls: 0 for no effect and ±100 for the full control effect; nearly all actives have a fitted effect of over 60% in size
# Target sequence (P51450 whole entry, looked up, the tested form may be a part): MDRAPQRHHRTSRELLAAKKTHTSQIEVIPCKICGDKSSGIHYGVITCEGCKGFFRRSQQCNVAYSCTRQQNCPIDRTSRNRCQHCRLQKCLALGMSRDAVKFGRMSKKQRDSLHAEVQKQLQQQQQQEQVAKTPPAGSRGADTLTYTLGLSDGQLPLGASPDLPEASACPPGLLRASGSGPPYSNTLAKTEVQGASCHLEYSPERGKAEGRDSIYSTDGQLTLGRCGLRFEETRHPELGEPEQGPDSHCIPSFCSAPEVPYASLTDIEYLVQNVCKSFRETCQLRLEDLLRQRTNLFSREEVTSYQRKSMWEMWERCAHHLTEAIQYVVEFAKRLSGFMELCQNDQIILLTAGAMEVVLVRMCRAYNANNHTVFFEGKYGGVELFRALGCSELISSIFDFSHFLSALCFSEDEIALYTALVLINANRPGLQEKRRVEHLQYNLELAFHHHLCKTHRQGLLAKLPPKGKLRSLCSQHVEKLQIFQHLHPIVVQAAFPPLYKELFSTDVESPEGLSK
#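 Compounds are pin-transferred onto Drosophila Schneider cells expressing a copper-inducible Gal4–ROR gamma transactivation domain fusion. After 1 hr, copper sulfate is added to 700 uM final; luciferase is read 20 hr later.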
# NPC1 promoter act: qHTS Assay for NPC1 Promoter Activators; Huh7 NPC1 promoter luciferase reporter, 24 h; Potency, µM (highest dose often 9.22 µM), for the others: at the highest dose activation, hits mostly activators; 2.4% of 320,000 active; AID 485313, 2010;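 also: potency is read from the fitted curve at half-maximal effect; % of control where 0% means no effect; nearly all actives have a fitted effect of over 60% in size; reporter is driven by a mutant NPC1 promoter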
#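 Luciferase expression driven by the NPC1 promoter was measured in stably transfected Huh7 cells after a 24 h compound incubation, using a luciferase reagent and a luminescence read.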
# Menin MLL FP TR: qHTS Assay for Inhibitors Targeting the Menin-MLL Interaction in MLL Related Leukemias: Competition With Texas Red Labeled MLL-derived Mutant Peptide; Menin + Texas Red MLL mutant peptide, fluorescence polarization; Potency, µM (titrated, usually from 61.6 µM), inactives show at the top dose FP activity change, negative = inhibition, actives largely listed as inhibitors; AID 1768, 2009; 0.23% of 270,000 active; O00255; active = well fitted inhibition curve with a large enough effect in the polarisation, with a control signal flat, not every such curve was filed as active; inconclusive = small, poorly fitted or top-dose-only effect, or effect the other way, or a change in a side signal; inactive = no such curve, though single readings can be large or run the other way; the % refers to the polarisation; also: potency is read from the fitted curve at half-maximal effect; % of control where 0% means no effect; many of its hits are not listed in these tables
# Target sequence (O00255 whole entry, looked up): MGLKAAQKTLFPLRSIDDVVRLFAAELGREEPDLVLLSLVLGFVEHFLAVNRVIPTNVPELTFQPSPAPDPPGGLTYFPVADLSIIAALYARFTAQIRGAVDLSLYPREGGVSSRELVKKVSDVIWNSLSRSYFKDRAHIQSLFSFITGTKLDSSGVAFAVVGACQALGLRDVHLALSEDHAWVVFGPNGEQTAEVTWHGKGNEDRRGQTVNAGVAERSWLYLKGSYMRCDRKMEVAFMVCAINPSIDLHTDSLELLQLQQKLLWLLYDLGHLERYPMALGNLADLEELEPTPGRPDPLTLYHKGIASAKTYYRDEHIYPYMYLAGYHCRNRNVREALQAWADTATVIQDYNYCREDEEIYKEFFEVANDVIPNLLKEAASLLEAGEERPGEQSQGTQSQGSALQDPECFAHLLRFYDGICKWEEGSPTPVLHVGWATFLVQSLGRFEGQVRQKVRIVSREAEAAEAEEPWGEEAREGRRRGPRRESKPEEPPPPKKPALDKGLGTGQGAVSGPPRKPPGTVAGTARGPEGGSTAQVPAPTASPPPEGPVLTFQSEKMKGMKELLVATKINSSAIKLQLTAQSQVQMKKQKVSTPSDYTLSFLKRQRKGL
# p53 reactivation: qHTS assay for re-activators of p53 using a Luc reporter; Potency, µM (top dose mostly 92.2 µM), without a hit: top-dose activity change, positive = activation, usual class: activators; 0.063% of 320,000 active; H1299 p53-A138V BP100-luciferase reporter, luminescence, 24 h; also: potency is read from the fitted curve at half-maximal effect; % of control where 0% means no effect; nearly all actives have a fitted effect of over 45% in size
#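 p53-null H1299 cells stably carrying temperature-sensitive p53-A138V and a BP100-luciferase reporter were pinned with compounds (4-point, 1:5 series) and held 24 hrs at 37 deg C. Luminescence was read 10 min after detection reagent.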
# Rab9 promoter act: qHTS Assay for Rab9 Promoter Activators; Huh7 Rab9 promoter-luciferase reporter, luminescence, 24 h; Potency, µM (highest dose often 9.22 µM), without a hit: top-dose activation, negative = inhibition, actives largely listed as activators; 2.8% of 320,000 active; AID 485297, 2010; also: potency is read from the fitted curve at half-maximal effect; % of control where 0% means no effect; nearly all actives have a fitted effect of over 60% in size
#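 Huh7 cells stably carrying Rab9 promoter–luciferase reporter, plated 1500 cells/well, compound added after 2 h and incubated 24 h at 37 °C; luciferase luminescence then read after 10 min with detection reagent.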
# VP16 counter: VP16 counterscreen qHTS for inhibitors of ROR gamma transcriptional activity | Potency, µM (top dose mostly 53.6 µM), for the others: at the top dose activity, negative = inhibition, actives largely listed as inhibitors | 3.5% of 310,000 active | Drosophila S2 Gal4-VP16 UAS-luciferase, luminescence, 20 h;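 also: Gal4-VP16 expression switched on by copper sulfate through the metallothionein promoter; potency is read from the fitted curve at half-maximal effect; % is scaled to controls: 0 for no effect and ±100 for the full control effect; nearly all actives have a fitted effect of over 50% in size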
# * = called active by the depositor; ? = inconclusive; . = not tested or not shown; & = joins results of further samples; [ ] = remark or other dose. Unless noted, calls follow the shape of the dose curve; as a rule, active = well fitted curve in the direction sought with a large enough effect; inconclusive = small, poorly fitted or top-dose-only effect, or another doubt; inactive = no such curve, though single readings can be large; an effect the other way counts as inactive or inconclusive. These rows are one share of the data, so the mix of outcomes need not match the whole.
SMILES,FLuc counter,ELG1 genotoxic,Giardia kill,PKM2 activator,BRCA1 expr act,RORg inh,NPC1 promoter act,Menin MLL FP TR,p53 reactivation,Rab9 promoter act,VP16 counter
CCC(C)(C)n1nnnc1C(c1ccc(C)cc1)N1CCN(Cc2cccnc2)CC1 (configuration not stated),0.3%,-7.2%,-18.9,-0.1%,-8.5%,22.0%,-3.6%,-9.8%,-11.0%,8.8%,4.9%
S=c1[nH]nc(-c2ccccc2)o1,?,-5.1%,-7.6,5.1%,-3.8%,26.0%,-1.5%,-18.8%,0.9%,5.7%,-2.9%
COc1ccc(NS(=O)(=O)c2cccc(C(=O)N3CCCCCC3)c2)cc1,0.5%,0.6%,-5.4,.,-25.2%,.,-2.2%,.,0.9%,2.7%,.
Cc1ccc2c(c1)c1c(c(=O)n(-c3ccccc3)c(=O)n1CC(=O)NCC1CCCO1)n2C (configuration not stated),1.0%&4.4%,3.9%,-1.2,.,-6.1%&1.4%,-37.7%,-0.9%,.,11.7%,-0.9%,-7.8%
CCC(C)(C(=O)NC1CCCCC1)N(C(=O)c1ccccn1)c1ccccc1 (configuration not stated),1.7%,-0.6%,-2.2,-1.9%,-25.7%,4.3%,-1.4%,-0.6%,-2.5%,-4.3%,6.0%
O=C(N/N=C/c1coc2ccccc2c1=O)c1cccc([N+](=O)[O-])c1,-4.8%,-6.8%,0.7,1.2%,1.9%,26.2%,-2.8%,-18.2%,0.1%,-9.1%,-2.5%
Cc1cccc(-c2nnc(NC(=O)c3ccc(N4C(=O)CCC4=O)cc3)s2)c1,-2.0%,-2.6%,9.6,-1.1%,0.7%,15.9%,-0.7%,-16.0%,-6.6%,-5.9%,-0.3%
CCOC(=O)C1=C(C)OC(N)=C(C#N)C1c1ccsc1 (configuration not stated),-1.6%,1.9%,7.9,2.4%,4.4%,-26.7%[10 µM],1.9%,-6.6%,-2.9%,0.9%,1.9%
CCOc1ccc(NC(=O)c2nccnc2CO)cc1,9.53µM*,?,-3.2,-37.4%,5.62µM*,?,1.41µM*,4.5%,?,2.82µM*,?
CC(=O)C1=C(O)C(=O)N(Cc2ccccc2)C1c1ccc(N(C)C)cc1 (configuration not stated),-1.6%,-1.1%,-3.8,4.8%,-11.6%,2.2%,-2.9%,-24.9%,-0.3%,-4.3%,0.0%
Cc1ccc(C)c(Cn2c3ccccc3c3cnn(CC(=O)NCCCN4CCCCC4)c(=O)c32)c1,1.5%,2.9%,-5.1,.,-61.5%,-14.2%,-3.7%,.,-1.4%,-3.2%,-18.9%
COc1cccc(NC(=O)CN(C)C(=O)C(CCSC)NC(=O)c2ccco2)c1 (configuration not stated),3.3%,-0.5%,-16.3,.,0.5%,.,-4.3%,.,-7.2%,-2.0%,.
CC(=O)c1ccc(NC(=S)N2CCCC(CO)C2)cc1 (configuration not stated),8.49µM*,?,2.6,0.4%,?,-43.3%,?,-0.5%,?,?,-14.3%
Cc1ccc(-n2c(SCC(=O)OC(C)C)nnc2-c2ccncc2)cc1,2.9%,2.5%,-7.5,-0.6%,-9.5%,13.5%,2.9%,-13.9%,-11.3%,0.2%,-3.2%
Cc1ccc(OCCSc2nc3ccccc3n2CC(=O)O)cc1,?,-2.0%,-22.9,-2.2%,19.2%,-0.3%,-2.2%,10.1%,-14.4%,-3.3%,-2.5%
Cc1ccc(C2(C)NC(=O)N(CC(=O)Nc3ccc4c(c3)OCO4)C2=O)cc1 (configuration not stated),-0.2%[2.3 µM],-2.5%,8.7,-3.0%,0.4%,13.2%,-1.7%,8.5%,-7.3%,-2.5%,-8.3%
CCC(=O)NNc1ccc(Br)cc1,2.5%,12.3%,5.3,-1.1%,-5.1%,-5.7%,1.3%,1.6%,-1.2%,1.6%,2.8%
CC1=C(C(=O)Nc2ccccc2)C(c2ccco2)NC(=S)N1 (configuration not stated),0.7%,1.1%,3.7,2.1%,-34.7%,0.2%,-2.8%,8.5%,-6.6%,-1.2%,3.0%
COc1ccccc1N1CCN(C2CCCN(C(=O)CCn3cncn3)C2)CC1 (configuration not stated),-1.6%,0.6%,-6.6,-4.8%,-3.9%,-20.4%,-11.3%,-2.7%,7.2%,8.2%,1.4%
COc1cccc(CN(C)CC(=O)Nc2ccccc2C(C)C)c1,2.0%,-6.4%,-1.7,2.6%,-19.7%,17.7%,-1.8%,?,3.9%,-5.5%,-0.3%
Cc1cccc(-c2nc3c(c(SCC(=O)N(C)C)n2)CCCC3)c1,-1.5%,-5.2%,-8.7,-9.3%,-20.4%,?,0.8%,?,-12.5%,8.7%,-20.4%
CCOC(=O)[C@H]1[C@H]2COc3ccc(Br)cc3[C@@H]2N2C(=O)c3cc(Br)ccc3NC(=O)[C@@]12C,4.1%,-1.9%,3.3,.,-67.3%,.,-3.2%,.,-8.7%,-4.6%,.
CC(=O)Nc1ccc(S(=O)(=O)Nc2nnc(C(C)C)s2)cc1,-0.2%,1.1%,-14.0,19.9%,0.0%,-9.8%,-0.1%,-4.5%,-6.3%,-7.9%,10.1%
CCCc1c(C)nn(C(=O)/C(C#N)=N/Nc2ccccc2[N+](=O)[O-])c1C,?,-0.2%,-5.2,-5.6%,0.0%,-29.8%,0.1%,5.1%,6.7%,3.4%,1.1%
O=C(C1CCC(=O)N(C2CC2)C1)N(CCO)Cc1ccccc1 (configuration not stated),3.6%,5.2%,2.8,5.9%[0.46 µM],-12.6%,-6.8%,4.4%,7.5%,0.2%,0.3%,-0.8%
# Remaining list, next part
SMILES,FLuc counter,ELG1 genotoxic,Giardia kill,PKM2 activator,BRCA1 expr act,RORg inh,NPC1 promoter act,Menin MLL FP TR,p53 reactivation,Rab9 promoter act,VP16 counter
O=C(O)CCc1nc2ccccc2n(CCc2ccccc2)c1=O,0.2%,-0.4%,-1.9,0.8%,8.2%,27.7%,-1.7%,-3.4%,7.4%,6.6%,-12.0%
N/C(COc1ccc(Cl)cc1Cl)=N\NS(=O)(=O)c1ccccc1,2.2%,-1.9%,4.7,0.6%,11.6%,?,3.2%,8.7%,-2.2%,6.8%,?
O=C(NNC(=O)[C@H]1CC=CC[C@H]1C(=O)O)c1ccc(Cl)cc1Cl,-5.7%,2.2%,-15.9,-0.2%,27.0%,7.7%,-0.4%,1.6%,12.4%,2.9%,-1.8%
Cc1cc2ncn(CC(C)C)c2cc1C,5.9%,-0.7%,8.2,-2.9%,-5.7%,7.94µM*,-7.0%,-7.4%,-1.3%,-4.7%,?
CC1=CC(C)=Nc2ccc(C)cc2N1,15.1µM*,7.08µM*,3.6&0.7,-5.0%&0.3%,-22.9%&2.9%,?,8.3%&6.3%,-3.1%&1.9%,?,9.3%&1.1%,15.1%&13.9%
Clc1ccc(-c2cn3c(n2)-c2ccccc2C3)cc1Cl,0.849µM*,?,-9.5,-29.8%,-6.8%,?,3.55µM*,19.2%,.,2.51µM*,?
O=C(Nc1cnn(Cc2ccc(Cl)cc2)c1)C1CCCC1,-16.3%,0.0%,-0.9,-7.8%,7.7%,40.5%,8.7%,6.2%,4.9%,14.3%,8.3%
O=C(C1CCCN(S(=O)(=O)c2ccc(F)cc2)C1)N1CCCC1 (configuration not stated),1.1%,0.4%,-1.8,-6.2%,5.1%,-0.2%,11.0%,16.4%,-0.6%,-4.1%,-2.6%
CCc1ccccc1N(CC(=O)NCc1ccco1)C(=O)c1snc(C(N)=O)c1N,-1.7%,-0.2%,13.2,5.8%,-8.0%,-10.3%,-0.2%,1.3%,-11.9%,6.4%,9.1%
COc1ccc(N2CCN(C3CCCN(S(=O)(=O)c4ccccc4)C3)CC2)cc1 (configuration not stated),-1.1%,-8.4%,-3.0,-3.7%,-14.2%,?,-2.8%,.,-4.5%,4.4%,-4.1%
O=C(Cn1nc(-c2ccccc2)ccc1=O)Nc1ccc(N2CCN(C(=O)c3ccccc3)CC2)cc1,4.0%,-4.7%,27.2,-7.7%,-32.8%,24.4%,-1.1%,14.5%,-14.3%,1.5%,-8.6%
Cc1cccc(OCc2nnc(SCc3nc4ccccc4c(=O)[nH]3)o2)c1,-2.3%,-6.1%,-12.0,3.3%,-2.6%,-7.7%,1.2%,12.8%,-1.8%,-4.6%,-5.4%
